EPAC2 ag: activates human EPAC2 exchange factor; EPAC2 activation, biochemical qHTS; response scale: 100% = 6.5 mM cAMP response; Potency, µM (titrated, usually from 154 µM), inactives show top-dose activation, usual class: activators; hit rate 0.079% among 360,000; further: potency means the concentration at half of the fitted maximal effect; nearly all actives have a fitted effect of over 50% in size
Target sequence (Q8WZA2 whole entry, looked up): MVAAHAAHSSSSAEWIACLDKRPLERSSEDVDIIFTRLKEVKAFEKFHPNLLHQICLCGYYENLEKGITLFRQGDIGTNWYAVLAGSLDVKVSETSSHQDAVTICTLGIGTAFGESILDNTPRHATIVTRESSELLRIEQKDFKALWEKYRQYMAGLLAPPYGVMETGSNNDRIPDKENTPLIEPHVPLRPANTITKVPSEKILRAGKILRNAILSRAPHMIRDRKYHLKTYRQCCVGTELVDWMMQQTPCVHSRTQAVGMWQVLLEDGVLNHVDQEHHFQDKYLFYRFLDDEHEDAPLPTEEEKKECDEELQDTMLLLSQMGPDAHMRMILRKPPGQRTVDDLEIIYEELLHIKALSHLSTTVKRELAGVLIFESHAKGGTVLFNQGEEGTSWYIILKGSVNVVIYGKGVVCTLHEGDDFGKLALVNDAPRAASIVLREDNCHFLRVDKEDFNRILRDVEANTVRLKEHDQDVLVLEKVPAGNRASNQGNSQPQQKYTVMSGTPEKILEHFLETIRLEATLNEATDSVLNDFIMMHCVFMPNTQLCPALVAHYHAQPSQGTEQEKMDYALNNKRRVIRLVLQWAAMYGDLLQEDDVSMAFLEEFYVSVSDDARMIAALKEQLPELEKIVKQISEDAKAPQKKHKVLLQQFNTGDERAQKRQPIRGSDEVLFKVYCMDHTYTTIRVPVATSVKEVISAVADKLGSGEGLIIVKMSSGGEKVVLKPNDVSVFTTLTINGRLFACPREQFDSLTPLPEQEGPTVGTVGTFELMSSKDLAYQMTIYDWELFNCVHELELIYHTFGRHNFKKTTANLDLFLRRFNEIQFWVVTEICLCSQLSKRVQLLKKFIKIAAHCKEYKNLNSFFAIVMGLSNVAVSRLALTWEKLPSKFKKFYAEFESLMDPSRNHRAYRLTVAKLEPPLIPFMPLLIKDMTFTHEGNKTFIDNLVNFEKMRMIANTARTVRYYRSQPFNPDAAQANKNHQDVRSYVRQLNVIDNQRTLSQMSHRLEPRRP
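Nucleotide exchange monitored as fluorescence drop when BODIPY-GDP leaves Rap1B. Reaction: 100 nM EPAC2, 250 nM RAP1B-BODIPY-GDP, 50 uM GDP, room temperature, kinetic read over 30 min. Activity expressed relative to 6.5 mM cAMP.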
Nrf2 activator: Nrf2 pathway activation; hit rate 0.31% among 410,000; AID 624171; AREc32 ARE-luciferase reporter (MCF7-derived line), luminescence, 24 h; Potency, µM (series often up to 46.1 µM), for inactives: at the highest dose activation, most hits filed as activators; further: potency means the concentration at half of the fitted maximal effect; % of control where 0% means no effect; nearly all actives have a fitted effect of over 65% in size
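AREc32 cells carrying an ARE-driven firefly luciferase reporter were seeded at 1000 cells/well in OPTI-MEM with 5% FBS, then exposed to compound for 24 hr at 37 deg C. Luminescence was read with Steady-Glo after 30 min at RT.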
TGFb SMAD3 inh: TGF-b pathway inhibition. Potency, µM (titrated, usually from 46.1 µM), without a hit: at the highest dose activity, negative = inhibition, most hits filed as inhibitors. hit rate 1.2% among 410,000. HepG2 CAGA-GFP TGF-b/SMAD3 reporter, GFP fluorescence, 18 h; TGF-beta stimulated, 500 pg/mL final. AID 588855; further: potency means the concentration at half of the fitted maximal effect; on the % scale 0 is the no-effect control and ±100 the full control effect; nearly all actives have a fitted effect of over 65% in size
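HEPG2 CAGA-GFP, 1000 cells/well; 2 h settle, 37 C; cpd via pin tool; TGF-b 500 pg/mL final; 18 h, 37 C; GFP imaging ex488/em500-530; %Activity normalised to -TGF-b and +DMSO controls; CRC fit, curve class.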
A549 tox: counter-screen for Nrf2 inhibitors: cytotoxicity in A549 cells | hit rate 0.16% among 390,000 | Potency, µM (titrated, usually from 46 µM), for inactives: top-dose activity change, negative = cytotoxicity, actives largely listed as inhibitors | A549 ARE-Fluc cells, CellTiter-Fluor viability, 18-24 h | AID 504648; further: potency means the concentration at half of the fitted maximal effect; on the % scale 0 is the no-effect control and ±100 the full control effect
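Cytotoxicity counterscreen: CellTiter-Fluor fluorescence was measured in A549 ARE_Fluc cells after 18-24 h of compound exposure in a concentration series. The subsequent BugLite luminescent read reports ARE-luciferase activity.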
ATXN2 expr inh: reduces ATXN2 reporter expression in HEK-293 cells | HEK-293 ATXN2-luciferase reporter, luminescence, 24 h | Potency, µM (top dose mostly 57 µM), for inactives: at the highest dose activity change, negative = inhibition, usual class: inhibitors | hit rate 0.72% among 360,000; further: potency means the concentration at half of the fitted maximal effect; on the % scale 0 is the no-effect control and ±100 the full control effect; nearly all actives have a fitted effect of over 55% in size
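ATXN2-luciferase reporter cells (luciferase flanked by upstream and downstream ATXN2 gene portions) were treated 24 h at 37 °C with compounds at up to 57 uM. SteadyGlo luminescence gave expression; GF-AFC fluorescence gave viability.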
ATXN viability: viability counter-screen for ATXN expression inhibitors. S2 cells (HEK-293 line with an ATXN2-luciferase reporter) viability, CellTiter-Fluor protease fluorescence, 24 h. hit rate 0.49% among 400,000. Potency, µM (titrated, usually from 56.7 µM), hits mostly cytotoxic; further: potency means the concentration at half of the fitted maximal effect; nearly all actives have a fitted effect of over 40% in size
Nrf2 block: Nrf2 pathway inhibition | A549 ARE-Fluc reporter, luciferase luminescence, 18-24 h | Potency, µM (top dose mostly 46 µM), without a hit: top-dose activity change, negative = inhibition, usual class: inhibitors | hit rate 2.1% among 360,000; further: potency means the concentration at half of the fitted maximal effect; on the % scale 0 is the no-effect control and ±100 the full control effect; nearly all actives have a fitted effect of over 60% in size
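Concentration-response testing used A549 ARE_Fluc cells at 5000 cells/well. Following an 18-24 h compound incubation, viability was read by fluorescence (Ex 405/Em 525) and luciferase output by luminescence.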
IL-2 act: activators of IL-2; IL-2 activation reporter assay, cell-based qHTS; stimulated with anti-CD3/CD4/CD28 beads; in transgenic mouse T cells; hit rate 0.065% among 360,000; activation, % (series mostly up to about 46 µM); in the data active means activation above about 50%; inconclusive means mostly about 30% to 49%; further: 0% is about no effect
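Screening format: compound pinned onto unstimulated transgenic mouse T cells, 60 min incubation, then anti-CD3/anti-CD4/anti-CD28 bead stimulation for 18 hours at 37 degrees C, followed by EGFP and DsRed detection.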
HepG2 tox: HepG2 cytotoxicity, counter-screen for TGF-b inhibitors; HepG2 CAGA-GFP viability, ATP luminescence, 18 h; Potency, µM (doses to about 46.1 µM), inactives show at the top dose activity change, negative = cytotoxicity, most hits filed as cytotoxic; AID 588856; hit rate 0.76% among 410,000; further: potency means the concentration at half of the fitted maximal effect; some results filed as inactive show a strong effect at the top dose
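CellTiter-Glo luminescence gave cytotoxicity after 18 hours at 37 degrees C. The cells were HepG2 CAGA-GFP in 1% FBS DMEM, stimulated with 500 pg/mL TGF-beta after compound addition. %Activity was normalised to no-cell wells (complete cell-killing) and DMSO (no toxicity), and curves were fitted and classified.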
Numbers without * were called inactive; i = inactive; ? = inconclusive; nt = no result given; & = joins results of further samples; [ ] = dose if it differs, or a comment. Unless noted, the call rests on the fitted dose curve; in most records, active means well fitted curve in the direction sought with a large enough effect; inconclusive means small, poorly fitted or top-dose-only effect, or another doubt; inactive means no such curve, though single readings can be large; an effect the other way counts as inactive or inconclusive. The order is random. Share with any hit: about 4.3%.

SMILES	EPAC2 ag	Nrf2 activator	TGFb SMAD3 inh	A549 tox	ATXN2 expr inh	ATXN viability	Nrf2 block	IL-2 act	HepG2 tox
CCOC(=O)c1ccc(N=C2S/C(=C\c3cc(C)n(-c4cccnc4)c3C)C(=O)N2C)cc1	6%	-0.2%	10%	3%	1%	i	14%	0.9	-3%
O=[N+]([O-])c1ccc(OCc2cnc(Cl)s2)cc1	-2%	-0.6%	-20%	-2%	nt	i	10%	-0.4	-12%
O=C(Nc1ccc2c(c1)OCCO2)C(CCc1ccccc1)N1CCN(C/C=C/c2ccccc2)CC1 (configuration not stated)	11%	8.8%	?	nt	?	?	nt	-0.3	-31%
CCCOc1ccc2[nH]c(C(=O)N/N=C/c3cc(OC)c(OC)c(OC)c3)cc2c1	12%	3.7%	-10%	1%	1%	?	?	0.9	-31%
CCC(C)[C@H](NC(=O)N1CC(=O)Nc2ccccc21)C(=O)N1CCC[C@@H]1C(=O)O (some centres not stated)	8%	-1.1%	-30%	-2%	2%	i	4%	-0.5	-37%
COc1ccc(CNC(=O)CN2C(=O)NC3(CCCc4sccc43)C2=O)cc1OC (configuration not stated)	4%	0.2%	-2%	0%	-6%	i	9%	0.7	-9%
CC(C)N1CCC(N2CCN(Cc3nc4ccccc4s3)CC2CCO)CC1 (configuration not stated)	11%	0.1%	1%	1%	nt	i	16%	-0.1	4%
CC(=O)Nc1ccc(S(=O)(=O)N2CC3(C)CC2CC(C)(C)C3)cc1 (configuration not stated)	-4%	0.6%	6%	-6%	3%	i	0%	1.3	4%
CCOC(=O)c1c(N)sc2c1CCC(CC)C2 (configuration not stated)	0%[15.6 µM]	13%	1%	6%	9%	i	?	0.1	-7%
COc1ccccc1CN(Cc1nc2ccccc2c(=O)[nH]1)S(=O)(=O)c1ccc(C)cc1	10%	1.5%	?	0%	-1%	i	1%	0.7	-19%
CCCCNC(=O)C1(C)CCN1C(=O)c1ccc(F)c(C)c1 (configuration not stated)	4%	0.2%	28%	nt	-4%	i	nt	0.2	4%
CCC(NS(=O)(=O)c1ccc(C)cc1)C(=O)Nc1ccc(NC(C)=O)cc1 (configuration not stated)	9%	-0.6%	2%	-1%	-2%	i	-6%	-4.5	5%
CCC1=NN2C(=N)/C(=C\c3ccc(OCc4cc(=O)n5nc(CC)sc5n4)c(OC)c3)C(=O)N=C2S1	-1%	0.2%	-14%	4%	0%	i	8%	-0.2	-20%
Cc1ccc(C)c(C(=O)COC(=O)c2ccc(C)c(S(=O)(=O)N3CCOCC3)c2)c1	5%	3.3%	-3%	1%	9%	i	?	-0.7	-8%
CCOc1cc(N2CCOCC2)c(OCC)cc1NC(=O)COC(=O)CCc1c[nH]c2ccccc12	6%	0.4%	-10%	-2%	-1%	i	?	0.1	-2%
COc1ccc(NC(=O)C2CCN(C(=O)c3cccs3)CC2)cc1	0%	-0.4%	-14%	4%	0%	i	-3%	-0.2	12%
CCOC(=O)c1c(C)oc2ccc(N(C(=O)c3ccncc3)S(=O)(=O)c3ccc(F)cc3C)cc12	nt	-0.4%	?	5%	?	?	?	nt	14µM*
CCS(=O)(=O)CCSC(=N)N	11%	13%	9%	4%	45%[activator]	i	?	0.4	-18%
Oc1ccccc1/C=N/Nc1nn[nH]n1	5%	-0.3%	-14%	0%	nt	i	1%	-0.3	-2%
C/C(CCc1oc2ccc(Br)cc2c1-c1ccc(C)o1)=N/O	-7%	3.0%	?	0%	6%	?	-20%	-0.1	-19%
COc1ccc(CNC(=O)C2CC(=O)N(c3ccc(OCC(=O)N4C(C)CCCC4C)cc3)C2)cc1 (configuration not stated)	6%	0.4%	-10%	7%	-4%	i	nt	-2.7	4%
O=C(/C=C/c1ccc(-c2ccccc2[N+](=O)[O-])o1)c1ccco1	12%	10µM*	?	13%	?	?	18%	-1.7	-89%
CC(C)N(C)CCOC(=O)c1ccccc1Br	10%	0.2%	-4%	5%	-7%	i	0%	8.0	-1%
CCOc1ccc(-n2cc(C(=O)N3CCCCCC3)c3cc(OC)c(OC)cc3c2=O)cc1	-18%	1.2%	-8%	5%	5%	i	12%	-0.7	5%
CCn1nc(C(=O)OCC(=O)N(CC(C)C)c2c(N)n(Cc3ccccc3)c(=O)[nH]c2=O)c2ccccc2c1=O	0%	0.3%	7%	-3%	4%	i	-8%	-0.5	3%

3 entries from above, with two lines to a compound.
Each structure is followed by: EPAC2 ag	Nrf2 activator	TGFb SMAD3 inh	A549 tox	ATXN2 expr inh	ATXN viability	Nrf2 block	IL-2 act	HepG2 tox
CCOC(=O)c1c(N)sc2c1CCC(CC)C2 (configuration not stated)
    0%[15.6 µM]	13%	1%	6%	9%	i	?	0.1	-7%
COc1ccccc1CN(Cc1nc2ccccc2c(=O)[nH]1)S(=O)(=O)c1ccc(C)cc1
    10%	1.5%	?	0%	-1%	i	1%	0.7	-19%
CCCCNC(=O)C1(C)CCN1C(=O)c1ccc(F)c(C)c1 (configuration not stated)
    4%	0.2%	28%	nt	-4%	i	nt	0.2	4%

Next entries:
SMILES	EPAC2 ag	Nrf2 activator	TGFb SMAD3 inh	A549 tox	ATXN2 expr inh	ATXN viability	Nrf2 block	IL-2 act	HepG2 tox
COc1ccc(NC(=O)CSc2nc3ccsc3c(=O)n2CCC(=O)O)c(OC)c1	11%	-0.6%	8%	0%	2%	i	2%	-1.5	-2%
Cc1nnc(Cc2ccccc2)c2n[nH]c(C)c12	3%	-0.8%	-4%	nt	nt	i	nt	-1.5	-14%
COC(=O)[C@]12CCCCC=C1N(Cc1ccccc1)C(=O)[C@H](CC(=O)N1CCC(c3ccccc3)CC1)C2	-3%	-2.4%	nt	nt	?	?	nt	0.2	nt
COc1ccc(OC)c(S(=O)(=O)NC2CCSc3ccccc32)c1 (configuration not stated)	10%	-0.4%	-18%	1%	18%	i	-3%	-1.4	11%
CCN(Cc1nc2ccccc2c(=O)[nH]1)C(=O)CN1C(=O)NC2(CCCCC2C)C1=O (configuration not stated)	-4%	0.0%	1%	0%	nt	?	7%	-0.1	-8%
NCCCC[C@H](N)c1nnc([C@H](CCC(=O)O)NC(=O)C2CCNCC2)o1	8%	0.0%	-25%	11%	3%	i	10%	0.5	0%
O=C(c1cc2ccccc2cc1O)N1CCN(c2ccc([N+](=O)[O-])cc2)CC1	4%	2.9%	?	-25%	3%	i	7%	-3.0	-4%
COc1cccc(C2C(C#N)=C(N)OC3=C2C(=O)CC(c2ccco2)C3)c1OCc1ccc(F)cc1 (configuration not stated)	7%	0.0%	-4%	-15%	-18%	i	?	-2.3	-2%
CCCNC(=O)c1cc(C2CCCN(S(=O)(=O)c3ccccc3)C2)on1 (configuration not stated)	13%	-0.2%[9.22 µM]	2%	nt	-14%	i	nt	-0.7	-12%
CC1(C)CC(=O)C=C(c2ccccc2-c2ccc(S(C)(=O)=O)cc2)C1=O	9%	0.2%	-13%	nt	-2%	i	nt	-1.3	-12%
O=C(O)CCn1nnc(-c2ccccc2)n1	10%	0.3%	9%	2%	-10%	i	-27%	-0.3	0%
CCC(=O)n1nc(-c2ccc(Cl)cc2)nc1NCc1ccccc1	2%	-0.8%	-5%	6%	11%	i	17%	-3.7	-4%
CCc1cccc(C)c1NC(=O)COC(=O)C1CCN(S(=O)(=O)c2ccccc2)CC1	2%	0.0%	-1%	-4%	9%	i	2%	-4.9	3%
CCOC(=O)c1c(NC(=O)c2cccc(N3C(=O)CCC3=O)c2)sc2c1CCN(CC)C2	-2%	-0.6%	-4%	-1%	-7%	i	-6%	-0.9	-11%
CC1=C(C(=O)Nc2ccc(C)cc2C)C(c2ccc[nH]2)n2ncnc2N1 (configuration not stated)	nt	-1.1%	-13%	-1%	11%	i	nt	nt	1%
COc1cc(CN2CCN(S(=O)(=O)c3ccc(F)cc3)CC2)cc(OC)c1OC	5%	0.3%&2.5%	-6%&0%	-1%&9%	1%&3%	i	8%&16%	-2.6	-8%&-9%
O=C(Nc1ncccn1)c1cc(-c2cccc(Br)c2)nc2ccccc12	19%	5.2%	10%	0%	-4%	i	-6%	-0.7	-13%
CCOC(=O)Nc1nc(-c2ccc(Cl)cc2Cl)cs1	-2%	5.3%	-10%	-2%	51%[activator]	i	14%	0.1	-7%
CCOc1cc(NC(=O)c2ccco2)c(OCC)cc1NC(=O)Cc1cccc(OC)c1	7%	-0.5%	-5%	-10%	-2%	i	nt	-4.3	-11%
O=C(COC(=O)CCCc1c[nH]c2ccccc12)Nc1ccc2c(c1)OCO2	1%	0.1%	-11%	-4%	-4%	i	-13%	-0.7	7%
c1csc(-c2ccc3nncn3c2)c1	5%	5.2%	-1%	nt	5%	i	nt	0.2	-23%
CN(CC(=O)Nc1ccc(Cl)cc1F)C1CCS(=O)(=O)C1 (configuration not stated)	5%	-0.1%	-11%	0%	5%	i	-6%	1.7	2%
Cc1ccc(C(=O)NCC(c2ccco2)S(=O)(=O)c2ccccc2)cc1C (configuration not stated)	nt	3.1%	7%	-4%	4%	?	nt	nt	5%
Nc1c2c(nc3ccn(Cc4ccccc4)c(=O)c13)CCC2	-3%	3.1%	3%	1%	11%	i	7%	0.6	-31%
CCOC(=O)c1c(C)[nH]c(C)c1C(=O)COC(=O)c1ccccc1O	-6%	14%	-3%	1%	-9%	i	-14%	0.0	4%
CC1(C)CC(=O)C2=C(C1)N(c1ccc(F)cc1)C(=O)C2(O)C(F)(F)F (configuration not stated)	3%	2.0%	3%	0%	1%	i	7%	-0.5	-35%
CCOC(=O)c1cnn(CCOC(=O)c2cccc(F)c2)c1NC(=O)c1cccc(F)c1	11%	-0.2%	2%	0%	-9%	i	1%	-2.7	-45%

Compound activity (PubChem BioAssay)
